Compound activity (PubChem BioAssay)
Bcl-B displacement: displacers of TR3 peptide from Bcl-B, primary screen, selectivity assay for Bfl-1 inhibitor project, biochemical, fluorescence polarization; displacement, % at 20 µM; hits with a dose series show IC50 in µM; 96,000 compounds, 0.11% hits; FP displacement of FITC-TR3 peptide from Bcl-B; higher % means a stronger effect; AID 748, 2007;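 active means displacement above 50% at 20 µM plus a fluorescence interference ratio under 1.5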;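 further: plate controls were wells without compound for no effect and wells lacking Bcl-B protein for full effect; a part of the inactive calls stands beside numbers as strong as those of hits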
NFkB transloc inh: inhibitors of IL-1B driven NFkB p65 nuclear import, primary screen, imaging, HUVEC, IL-1B stimulus, high-content imaging | 94,000 compounds, 0.43% hits | HUVEC IL-1B NFkB p65 nuclear translocation imaging | AID 796, 2007 | inhibition, % at 2 µM;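 active means inhibition above about 30% together with a positive call from visual inspection of the well image, limit read from the data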;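 further: nuclear over cytoplasmic p65 intensity ratio measured by imaging; 0% = IL-1B stimulated DMSO wells and 100% = unstimulated DMSO wells; values of inactives mirror those of a sister screen read the other way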
MRP reversal: reversal of MRP1-mediated doxorubicin resistance, primary screen, H69AR cells, doxorubicin co-treatment. H69AR cells + 2 uM doxorubicin, CellTiter-Glo, 72 h. differential viability (reversal), % at 10 µM. 85,000 compounds, 0.04% hits;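 active means viability drop by adding the cancer drug above about 55%, with treated viability meeting a 40% cutoff, limit read from the data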;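 further: viability without doxorubicin minus viability with 2 µM doxorubicin for each compound; larger differential means the compound sensitizes cells more to doxorubicin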
PLAP inhibitors HTS: PLAP enzyme inhibitors, biochemical, luminescence, HTS (AID 690); one-dose inhibition, % at 20 µM; IC50 in µM for titrated hits; Alkaline phosphatase, placental type (Homo sapiens); purified PLAP, luminescent substrate; higher % means a stronger effect; 96,000 compounds, 0.08% hits; in the data active means a potency from the dose series; inactive means the rest, 99 in 100 with inhibition below about 30%; further: strong numbers were not always called active
IL1B NFkB pot: enhancers of NFkB p65 translocation in HUVEC – imaging, IL-1B stimulus, high-content imaging, primary screen | HUVEC IL-1B NFkB p65 nuclear translocation imaging | AID 819, 2007 | 94,000 compounds, 0.3% hits | activation, % at 2 µM;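 active means activation above 40%, about the mean plus 3 SD, also judged a hit on visual image review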;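 further: percent activation is computed from the nuclear over cytoplasmic p65 intensity ratio; values of inactives mirror those of a sister screen read the other way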
MRP reversal cytotoxicity: also measured in MRP reversal; calls as there; viability, %; H69AR cells, CellTiter-Glo, 72 h; measured here: cytotoxicity without doxorubicin
MRP reversal with doxorubicin: recorded beside MRP reversal, whose call it bears; viability, %; measured here: viability with 2 uM doxorubicin; stronger effect = lower value
NFkB transloc inh cell count 2 µM: second read-out of NFkB transloc inh, no call of its own (marks repeat the call); cell count; measured here: cells passing quality filter;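 raw number of nuclei counted in each imaged well without normalization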
IL1B NFkB pot cell count 2 µM: also measured in IL1B NFkB pot; calls as there; cell count; measured here: cells passing quality filter
Starred values were filed as active, the others as inactive; x = not tested or not shown. Only part of the results is shown (hit frequency here may not be typical).

SMILES | Bcl-B displacement | NFkB transloc inh | NFkB transloc inh cell count 2 µM | MRP reversal | MRP reversal cytotoxicity | MRP reversal with doxorubicin | PLAP inhibitors HTS | IL1B NFkB pot | IL1B NFkB pot cell count 2 µM
CCc1ccc(C(=O)COC(=O)CNC(=O)c2cccs2)cc1 | 2% | -11 | 166 | -2 | 76 | 79 | -1% | 11 | 166
CC1CCCC(NC(=O)Cc2ccc(Br)cc2)C1C (configuration not stated) | x | -6 | 124 | 10 | 103 | 93 | x | 6 | 124
CSC1=C(C#N)C(c2ccc(C(C)C)cc2)CC(=O)N1 (configuration not stated) | 2% | x | x | 13 | 94 | 81 | 16% | x | x
O=C(Nc1ccc(N2CCCC2)c(Cl)c1)c1ccc(Br)o1 | -2% | -6 | 158 | 9 | 89 | 80 | -32% | 6 | 158
COC(=O)C(O)(CC(=O)Nc1ccc(C)c(F)c1)C(F)(F)F (configuration not stated) | 3% | 2 | 107 | -2 | 94 | 96 | -21% | -2 | 107
CCCCNC(=O)C1CCCNC1=O (configuration not stated) | -27% | -19 | 186 | -6 | 99 | 105 | -13% | 19 | 186
Cc1ccc(C)c(N2CCN(C(=O)c3ccc(Cn4c(=O)[nH]c5ccccc5c4=O)cc3)CC2)c1 | 4% | -9 | 99 | -6 | 7 | 13 | -21% | 9 | 99
COC(=O)c1ccccc1NC(=S)NC(=O)COc1ccccc1 | 0% | -3 | 153 | x | x | x | -18% | 3 | 153
Cc1cc(=O)c2n(Cc3ccc(Cl)cc3)nc[n+]2[nH]1 | -3% | x | x | 7 | 85 | 78 | 1% | x | x
N=C(N)SCc1nc2ccccc2c(=O)n1-c1ccccc1Cl | -3% | -3 | 141 | x | x | x | -51% | 3 | 141
CN(C)c1ccc(CNC23CN4CN(CN(C4)C2)C3)cc1 | -1% | 4 | 155 | -6 | 82 | 88 | 16% | -5 | 155
Cc1ccc(S(=O)(=O)N/N=C2/CC(c3ccccc3)Oc3ccccc32)cc1 (configuration not stated) | -9% | 6 | 125 | 7 | 100 | 94 | -6% | -6 | 125
CC(C(=O)N/N=C/c1ccc(N(C)C)c(Br)c1)N(c1ccccc1)S(C)(=O)=O (configuration not stated) | 0% | -7 | 162 | x | x | x | -26% | 7 | 162
Cc1ccc(C)c(N2C(=O)CC(N3CCN(Cc4ccc5c(c4)OCO5)CC3)C2=O)c1 (configuration not stated) | -9% | 1 | 139 | -20 | 87 | 107 | -55% | -1 | 139
CC(=O)c1ccc(-n2c(-c3cc(-c4ccco4)[nH]n3)n[nH]c2=S)cc1 | -6% | 18 | 138 | 7 | 81 | 74 | -156% | -18 | 138
COc1ccc(-c2nnn(CC(=O)N(C3CCCC3)C(C)C(=O)NC3CCCC3)n2)cc1OC (configuration not stated) | 20% | 0 | 113 | -3 | 82 | 84 | -69% | 1 | 113
CCOC(=O)N1CCN(c2ccc3nnnn3n2)CC1 | 1% | -3 | 197 | 4 | 92 | 87 | 10% | 3 | 197
CCOc1ccc(CC2S/C(=N/c3ccccn3)NC2=O)cc1 (configuration not stated) | -25% | -6 | 137 | 16 | 94 | 79 | -81% | 6 | 137
O=C(CCCn1c(SCC(=O)NC2CCCCC2)nc2ccccc2c1=O)NCC1CCCO1 (configuration not stated) | 8% | 5 | 132 | 16 | 109 | 93 | -26% | -5 | 132
O=C(Nc1ccc(S(=O)(=O)N2CCCC2)cc1)c1ccc(CN2CCOCC2)cc1 | -12% | -24 | 140 | x | x | x | -40% | 25 | 140
CC(C)c1[nH]nc2c1C(C(C)C)C(C#N)=C(N)O2 (configuration not stated) | -2% | -6 | 130 | 1 | 95 | 95 | 15% | 6 | 130
COc1ccc(C(N)=O)cc1NC(=O)c1cccc(F)c1 | -3% | -13 | 178 | 12 | 98 | 86 | 12% | 13 | 178
CC(C)CNC(=O)c1cccc(NC(=O)c2ccco2)c1 | 2% | 4 | 157 | -6 | 88 | 94 | 30% | 8 | 76
O=C(NC1CCCC1)c1cccc(NC(=O)c2ccco2)c1 | 0% | 8 | 162 | -11 | 78 | 89 | -3% | -8 | 162
COC(=O)c1c(C)oc2ccc(NS(=O)(=O)c3cccs3)cc12 | -4% | 8 | 143 | -17 | 50 | 68 | -14% | -8 | 143
[O-][n+]1onc2c1CCC1N(O)C(c3ccccc3)CC21O (configuration not stated) | -9% | -11 | 87 | 3 | 86 | 84 | 13% | 11 | 87
CN(CC(=O)Nc1ccccc1N1CCOCC1)S(=O)(=O)c1ccc(F)cc1 | -8% | 9 | 116 | 11 | 79 | 67 | 11% | -9 | 116
CCOC(=O)Cc1cc(=O)n2[nH]c(-c3ccc(Cl)cc3)cc2n1 | -11% | -22 | 171 | 6 | 95 | 89 | 3% | 22 | 171
O=C(NCC1CCCO1)C1CCN(CC2CCCCC2)CC1 (configuration not stated) | -4% | x | x | 2 | 85 | 83 | -25% | x | x
O=C(c1n[nH]c(=O)c2ccccc12)N1CCN(c2ccccc2Cl)CC1 | 0% | 17 | 124 | -17 | 62 | 79 | 4% | -17 | 124
COc1cc(/C=C2\S/C(=N/S(=O)(=O)c3ccc(C)cc3)NC2=O)c([N+](=O)[O-])cc1OC | x | -14 | 112 | -2 | 92 | 93 | x | 14 | 112
COc1ccc(C)cc1NC(=O)CN1CCN(S(=O)(=O)c2ccc(F)cc2)CC1 | -1% | 5 | 170 | 35 | 69 | 34 | 7% | -5 | 170
CCc1ccc(CCC(=O)Nc2nnc(CC)s2)o1 | -4% | x | x | -1 | 96 | 98 | 8% | x | x
Cc1ccccc1C(=O)/C=C1/c2ccccc2CC(C)(C)N1C | 4% | -10 | 153 | x | x | x | -17% | 10 | 153
O=C(NNC1=C(C(=O)C(F)(F)F)CCC1)c1ccc(Br)cc1 | -5% | -4 | 179 | -28 | 54 | 82 | -66% | 4 | 179
C=CCN1C(=O)c2oc3ccccc3c(=O)c2C1c1ccc(O)c(OC)c1 (configuration not stated) | 2% | -10 | 133 | 19 | 100 | 81 | 5% | 10 | 133
CCC(Sc1nc2ccccc2c(=O)n1CC1CCCO1)C(=O)NCc1cccnc1 (configuration not stated) | -15% | -17 | 135 | 7 | 90 | 83 | 6% | 17 | 135
Cc1ccccc1-n1c(=O)cc(N2CC(C)OC(C)C2)[nH]c1=O (configuration not stated) | -6% | -26 | 159 | -7 | 91 | 98 | 3% | 26 | 159
O=C(NCCO)c1ccc(-c2nnc(N3CCOCC3)c3ccccc23)cc1 | -1% | -31 | 105 | -1 | 93 | 94 | 2% | 31 | 105
COCCn1c(SCC(=O)Nc2sccc2C(N)=O)nc2cc(Cl)ccc2c1=O | -28% | -3 | 158 | -11 | 61 | 72 | 2% | 3 | 158
CCN(CC)Cc1c(O)ccc2c(=O)c(Oc3ccccc3OC)coc12 | 8% | 5 | 133 | x | x | x | 2% | -5 | 133
CC(C)(C)NC(=O)NC(=O)Cn1cc(C(F)(F)F)ccc1=O | -2% | 8 | 214 | -5 | 102 | 106 | 1% | -8 | 214
CCOC(=O)c1cc2c(ccn2C)n1CC(=O)N1CCN(c2ccccc2OC)CC1 | 42% | 7 | 138 | 20 | 96 | 77 | -52% | -7 | 138
COc1cccc(C2CC(c3ccccc3OC)n3ncnc3N2)c1 (configuration not stated) | 8% | -20 | 65 | -42 | 31 | 73 | -38% | 20 | 65
CCCCNC(=O)CSc1nnc(Cc2ccccc2)n1CC | x | -6 | 92 | -6 | 103 | 109 | x | 6 | 92
CCOC(=O)N1CCC(NC(=O)CCc2cn(C)c3ccccc23)CC1 | -277% | 5 | 101 | x | x | x | -5% | -5 | 101
CC1(C)C(=O)C2(CCCC2)C(=O)OC1c1ccco1 (configuration not stated) | -5% | 3 | 124 | 7 | 92 | 85 | -7% | -3 | 124
COc1ccc(-c2nnc(SCc3ccccc3)n2N)cc1 | -2% | -6 | 118 | x | x | x | 8% | 6 | 118
Cc1ccc(S(=O)(=O)Cn2nnnc2C(c2ccc(F)cc2)N2CCC(C(N)=O)CC2)cc1 (configuration not stated) | -10% | 6 | 149 | -14 | 65 | 79 | -37% | -6 | 149
COc1ccc(C(c2sc3nc(C)nn3c2O)N2CCCCC2)cc1 (configuration not stated) | x | -12 | 61 | 14 | 94 | 80 | x | 12 | 61

Continued.
SMILES | Bcl-B displacement | NFkB transloc inh | NFkB transloc inh cell count 2 µM | MRP reversal | MRP reversal cytotoxicity | MRP reversal with doxorubicin | PLAP inhibitors HTS | IL1B NFkB pot | IL1B NFkB pot cell count 2 µM
CCN(CC)C(=O)c1sc(NC(=O)c2ccoc2C)c(C(=O)OC)c1C | -8% | x | x | 7 | 99 | 92 | -33% | x | x
O=C(CCCn1c(=S)[nH]c2cc3c(cc2c1=O)OCO3)N1CCN(C2CCCCC2)CC1 | 6% | 4 | 147 | x | x | x | -46% | -4 | 147
CCCCn1nnnc1SCC(=O)N1CCOCC1 | 0% | -10 | 149 | 10 | 92 | 82 | -10% | 10 | 149
CN(CCC#N)CC(=O)Nc1ccc(NC(=O)CN(C)CCC#N)cc1 | 4% | -2 | 89 | 4 | 102 | 98 | 25% | 2 | 89
Cn1c(SCC(=O)NCc2ccco2)nnc1-c1ccc(S(=O)(=O)N2CCOCC2)cc1 | 2% | 7 | 157 | -7 | 87 | 94 | -14% | -7 | 157
O=C(COc1ccccc1)Nc1nc(-c2ccc(S(=O)(=O)N3CCOCC3)cc2)cs1 | -1% | -17 | 167 | -5 | 81 | 87 | -33% | 17 | 167
Cc1cc2c(c(=O)n1C)C(Cc1ccccc1)C(C#N)=C(N)O2 (configuration not stated) | 1% | -18 | 160 | 11 | 93 | 82 | 1% | 18 | 160
CC(C)c1nc(SCc2c(F)cccc2Cl)c2c(=O)n(C)c(=O)n(C)c2n1 | 6% | -6 | 178 | -29 | 38 | 67 | -6% | 5 | 178
COc1ccc(CNC(=O)C(c2ccc(C)o2)N(C(=O)c2csnn2)c2ccc(C(C)C)cc2)cc1 (configuration not stated) | -16% | -5 | 126 | -7 | 38 | 46 | -37% | 5 | 126
Cc1ccccc1N(CC(=O)Nc1ccccc1C(=O)O)S(C)(=O)=O | 8% | 1 | 175 | 2 | 104 | 101 | -32% | -1 | 175
O=C(CSc1nc(O)cc(=O)n1-c1ccccc1)N1CCCCC1 | -7% | 1 | 125 | 3 | 101 | 98 | 6% | -1 | 125

Some of the entries above in another layout.
Compound	Bcl-B displacement	NFkB transloc inh	NFkB transloc inh cell count 2 µM	MRP reversal	MRP reversal cytotoxicity	MRP reversal with doxorubicin	PLAP inhibitors HTS	IL1B NFkB pot	IL1B NFkB pot cell count 2 µM
CCN(CC)C(=O)c1sc(NC(=O)c2ccoc2C)c(C(=O)OC)c1C	-8%	x	x	7	99	92	-33%	x	x
O=C(CCCn1c(=S)[nH]c2cc3c(cc2c1=O)OCO3)N1CCN(C2CCCCC2)CC1	6%	4	147	x	x	x	-46%	-4	147
CCCCn1nnnc1SCC(=O)N1CCOCC1	0%	-10	149	10	92	82	-10%	10	149
CN(CCC#N)CC(=O)Nc1ccc(NC(=O)CN(C)CCC#N)cc1	4%	-2	89	4	102	98	25%	2	89
Cn1c(SCC(=O)NCc2ccco2)nnc1-c1ccc(S(=O)(=O)N2CCOCC2)cc1	2%	7	157	-7	87	94	-14%	-7	157
O=C(COc1ccccc1)Nc1nc(-c2ccc(S(=O)(=O)N3CCOCC3)cc2)cs1	-1%	-17	167	-5	81	87	-33%	17	167
Cc1cc2c(c(=O)n1C)C(Cc1ccccc1)C(C#N)=C(N)O2 (configuration not stated)	1%	-18	160	11	93	82	1%	18	160
CC(C)c1nc(SCc2c(F)cccc2Cl)c2c(=O)n(C)c(=O)n(C)c2n1	6%	-6	178	-29	38	67	-6%	5	178
